PAFAH1B2 inh: blocks human PAF acetylhydrolase 1b catalytic subunit 2; P68402; recombinant PAFAH1B2, FP-rhodamine activity probe, fluorescence polarization; inhibition, % at 3.39 µM; hit rate 1.2% among 340,000;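 active = inhibition above the mean of all tested compounds plus 3 SD, cut at about 24% in these data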;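 note: 0% = enzyme with DMSO and 100% = wells lacking PAFAH1B2; many of its hits are not listed in these tables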
PME-1 inh: PME-1 (human) inhibition; Q9Y570; recombinant PME-1, FP-Rh probe fluorescence polarization; inhibition, % at 5.9 µM; hit rate 0.53% among 320,000; AID 2130;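 active = inhibition above the campaign mean of all compounds plus 3 SD, cut at about 26% in these data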;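 note: competitive labeling of PME-1 active site by serine hydrolase directed probe; 0% = PME-1 with DMSO and 100% = wells lacking PME-1 enzyme; inhibitors block probe labeling so polarization falls and inhibition rises; many of its hits are not listed in these tables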
Target sequence (Q9Y570 whole entry, looked up): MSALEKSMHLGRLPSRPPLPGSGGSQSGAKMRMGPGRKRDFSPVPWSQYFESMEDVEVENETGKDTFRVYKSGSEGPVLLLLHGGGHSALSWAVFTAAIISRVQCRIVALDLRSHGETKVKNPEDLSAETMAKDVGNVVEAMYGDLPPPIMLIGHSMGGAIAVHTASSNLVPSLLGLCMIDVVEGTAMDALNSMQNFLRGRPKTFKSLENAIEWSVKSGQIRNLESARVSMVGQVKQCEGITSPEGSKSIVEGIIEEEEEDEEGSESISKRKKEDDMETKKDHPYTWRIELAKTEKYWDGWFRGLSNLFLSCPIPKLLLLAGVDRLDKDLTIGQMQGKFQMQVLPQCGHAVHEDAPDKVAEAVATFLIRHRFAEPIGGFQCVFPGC
LYPLA1 inh: blocks human lysophospholipase 1, a PME1 counter-screen. O75608. inhibition, % at 5.9 µM. recombinant LYPLA1, FP-Rh probe fluorescence polarization. AID 2174. hit rate 0.16% among 320,000;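 active = inhibition above the mean of all tested compounds plus 3 SD, set per campaign, cut at about 14% in these data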;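 note: inhibitors block serine hydrolase probe labeling of LYPLA1 so polarization falls; 0% = enzyme with DMSO and 100% = wells lacking LYPLA1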
PAFAH1B3 FP inh: PAFAH1B3 (human) inhibition. Q15102. inhibition, % at 3.39 µM. recombinant PAFAH1B3, FP-rhodamine probe, fluorescence polarization. hit rate 0.28% among 340,000;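 active = inhibition above the screen-wide average of all tested compounds plus 3 SD, cut at about 25% in these data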;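 note: 0% = enzyme with DMSO only and 100% = wells lacking PAFAH1B3 protein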
pPAFAH inh: pPAFAH (human) enzyme inhibition. inhibition, % at 3.39 µM. recombinant pPAFAH, FP-rhodamine probe fluorescence polarization. Q13093. hit rate 1.5% among 330,000;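 active = inhibition above the mean inhibition across the screen plus 3 SD, cut at about 25% in these data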;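 note: inhibitors block binding of the rhodamine activity-based probe so polarization drops; 0% = enzyme with DMSO and 100% = wells lacking pPAFAH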
Target sequence (Q13093 whole entry, looked up): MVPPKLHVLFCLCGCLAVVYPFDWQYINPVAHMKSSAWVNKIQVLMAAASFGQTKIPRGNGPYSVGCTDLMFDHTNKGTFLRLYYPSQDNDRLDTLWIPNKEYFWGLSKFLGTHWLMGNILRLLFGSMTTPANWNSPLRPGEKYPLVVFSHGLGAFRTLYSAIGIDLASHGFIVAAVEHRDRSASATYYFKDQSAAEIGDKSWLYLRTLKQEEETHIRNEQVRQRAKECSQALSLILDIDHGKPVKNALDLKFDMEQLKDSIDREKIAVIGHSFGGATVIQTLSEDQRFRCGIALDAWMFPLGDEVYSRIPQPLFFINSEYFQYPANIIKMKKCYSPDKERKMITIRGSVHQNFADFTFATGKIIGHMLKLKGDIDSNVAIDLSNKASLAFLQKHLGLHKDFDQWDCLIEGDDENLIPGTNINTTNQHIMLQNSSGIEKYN
PAD4 FP inh: inhibitors of human PAD4 | recombinant PAD4, RCA probe fluorescence polarization | inhibition, % at 6.36 µM | hit rate 0.41% among 330,000 | AID 485272;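 active = percent inhibition above a cutoff equal to the mean of all tested compounds plus 3 SD, cut at about 15% in these data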;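 note: 0% = PAD4 with RCA probe and DMSO and 100% = probe without PAD4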
PAFAH2 inh: inhibitors of human PAFAH2; Q99487; recombinant PAFAH2, FP-rhodamine activity probe, fluorescence polarization; inhibition, % at 3.39 µM; hit rate 0.99% among 340,000; AID 492956;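 active = inhibition above the mean over all tested compounds plus 3 SD, cut at about 30% in these data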;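 note: inhibitors block probe labeling of enzyme so polarization drops; 0% = enzyme with DMSO and 100% = wells lacking PAFAH2 protein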
LYPLA2 counter: LYPLA2 (human) inhibition in PME1 counter-screen; recombinant LYPLA2, FP-Rh probe fluorescence polarization; inhibition, % at 5.9 µM; hit rate 0.38% among 320,000;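 active = inhibition above the screen-wide mean plus 3 SD, limit set per campaign, cut at about 26% in these data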;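 note: 0% = LYPLA2 with DMSO and 100% = wells lacking LYPLA2 enzyme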
GSTO1 counter: counter-screen for RBBP9 inhibitors: inhibitors of human GSTO1; AID 1974; inhibition, % at 5.96 µM; hit rate 1.1% among 300,000; recombinant GSTO1, activity-based probe fluorescence polarization;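 active = inhibition above the campaign mean inhibition plus 3 SD, cut at about 35% in these data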;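 note: 0% = GSTO1-1 with DMSO and 100% = wells lacking GSTO1-1 enzyme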
Target sequence (P78417 whole entry, looked up): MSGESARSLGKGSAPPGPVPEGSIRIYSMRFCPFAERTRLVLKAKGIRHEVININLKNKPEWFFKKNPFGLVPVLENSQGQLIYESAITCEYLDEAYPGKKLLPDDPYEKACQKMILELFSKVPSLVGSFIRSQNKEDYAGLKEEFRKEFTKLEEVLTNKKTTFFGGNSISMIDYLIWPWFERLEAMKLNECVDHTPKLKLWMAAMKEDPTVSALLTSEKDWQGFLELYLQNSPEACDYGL
Starred values were filed as active, the others as inactive; x = no result given.

The line under a structure holds: PAFAH1B2 inh	PME-1 inh	LYPLA1 inh	PAFAH1B3 FP inh	pPAFAH inh	PAD4 FP inh	PAFAH2 inh	LYPLA2 counter	GSTO1 counter
- CC(C)NC(=O)C(=O)NCCCN1CCOCC1
  -4	-6	-2	7	-2	-2	1	-1	5
- CC(C)NS(=O)(=O)c1ccc(OCC(=O)NC2CCCCCC2)cc1
  1	3	-1	8	7	1	6	4	2
- COC(=O)Cn1c(=O)c(=O)n(CC(=O)OC)c2ccccc21
  0	-1	-5	0	0	0	-1	0	1
- CCn1c(SCC(=O)Nc2nnc(C)s2)nnc1C(C)NC(=O)c1ccccc1F (stereo not given)
  -1	-4	0	-5	0	1	3	-8	1
- Clc1ccc(CNC2CCCC2)cc1
  -1	-6	-2	0	3	5	-5	4	3
- CCc1ccc(N2CC(C(=O)Nc3ccc(C)c(S(=O)(=O)N4CCOCC4)c3)CC2=O)cc1 (stereo not given)
  7	0	-3	9	0	0	-2	-2	-8
- COc1ccc(N(CC(=O)O)S(=O)(=O)c2ccccc2[N+](=O)[O-])c(OC)c1
  5	3	-1	7	8	0	9	0	7
- CC(C)C(=O)N(Cc1cc(=O)[nH]c2ccccc12)c1ccccc1
  -2	1	-2	2	3	2	-2	2	-4
- CCOC(=O)Cc1csc(NC(=O)c2ccco2)n1
  4	5	-2	8	-2	3	1	6	6
- CCCCC(=O)Nc1nnc(SCC(=O)N2CCN(c3ccccc3OC)CC2)s1
  0	-4	-4	15	-2	2	5	-7	1
- O=C(c1ccccc1)N1N=C(c2ccccc2)CC1c1ccccc1O (stereo not given)
  1	0	0	4	-2	-1	1	0	-7
- CCCSc1nc2c(c(=O)n(C)c(=O)n2C)n1C
  -4	2	0	-2	6	1	4	7	3
- Cc1cc(-c2nn(C)c(=O)c3ccccc23)cc(C)c1O
  4	5	1	10	5	0	1	2	0
- O=C1COc2ccc(S(=O)(=O)Nc3cccc(Cl)c3)cc2N1
  2	-3	-4	6	8	-4	0	2	23
- Cc1cc(C)n2nc(C(=O)OCC(=O)NCc3ccccc3)nc2n1
  8	-2	-3	12	3	5	7	2	x
- Nc1cc(S(=O)(=O)N2CCCCC2)ccc1Oc1ccccc1
  3	6	-3	0	9	-10	3	-7	3
- Cc1ccc(SC(C)C(=O)N2CCC(C(N)=O)CC2)cc1 (stereo not given)
  0	4	0	4	-1	-3	-5	0	16
- COc1ccccc1CNC(=O)COc1ccc(S(=O)(=O)N2CCOCC2)cc1C
  5	0	2	6	9	-3	8	3	0
- COc1ccc(CC(=O)c2ccc(O)cc2O)cc1
  3	-7	-1	12	3	-1	-4	2	4
- COc1ccc(OC)c(C(C)NC(=O)Nc2cccc(C(C)=O)c2)c1 (stereo not given)
  6	-10	2	-1	-12	-11	-2	-2	-8
- CC(=O)Nc1ccc(S(=O)(=O)NCCSCc2ccccc2Cl)cc1
  2	2	-4	-1	9	-2	2	-2	54*
- COc1ccc2cc3cc(C(=O)Nc4ccc5c(c4)OCO5)oc3nc2c1
  2	-2	-1	-4	-3	-3	2	4	2
- C[C@@]12C(=O)Nc3cc(F)ccc3C(=O)N1[C@H]1c3ccccc3OC[C@@H]1[C@@H]2c1ccccc1
  -2	-20	-17	0	-8	-7	-5	-18	-1
- O=C(/C=C/c1ccccc1Cl)c1ccccc(=O)c1O
  0	4	0	14	20	1	22	1	19
- Cc1cccc(NC(=S)NC(=O)c2cc(-c3ccccc3)nc3ccccc23)c1
  -7	-14	-8	-7	-1	-1	-12	-8	-4
- Cc1nc2nc(SCC(=O)N3CCOCC3)nn2c(C)c1Cc1ccccc1
  0	1	-2	10	0	0	6	-4	3
- O=C(/C=N/O)NCc1cccnc1
  1	1	-1	9	0	8	6	0	9
- Cc1cc(C(=O)NCCCC(=O)O)c(C)o1
  3	-4	0	4	1	-3	8	-3	2
- COc1ccc(Nc2cc(C)nc3nc(C)nn23)c(OC)c1
  -1	0	1	-3	2	1	2	-1	4
- CCOC(=O)c1ccc(N2CCOCC2)c(NC(=O)c2c(-c3ccccc3)noc2C)c1
  x	-9	-4	x	-2	7	x	4	5
- COc1ccc(-c2csc(Nc3ccccc3)n2)cc1
  -2	6	-4	5	9	-2	3	2	3
- CN(Cc1ccco1)c1ncnc2ccc(-c3ccoc3)cc12
  -1	0	-4	2	4	3	3	-12	x
- O=[N+]([O-])c1cc([N+](=O)[O-])c(Oc2ccccc2F)cc1NN1CCCCC1
  -7	6	0	4	-2	3	-6	5	6
- CC#CCCCC(=O)Nc1cccc(C(=O)O)c1
  -1	2	3	7	0	1	-11	5	-4
- CN(Cc1ccccc1)c1nc2c(c(=O)[nH]c(=O)n2C)n1Cc1ccccc1
  2	-1	0	7	2	3	-4	0	1
- CCN(CC)CC(=O)Nc1ccccc1SCC(=O)Nc1ccsc1C(=O)OC
  6	14	-3	2	3	0	3	-2	1
- O=C(COc1cccc(-n2cnnn2)c1)NCCC1=CCCCC1
  10	-1	5	15	3	-1	1	2	-5
- CC(OC(=O)CN1C(=O)C2CC=CCC2C1=O)C(=O)Nc1ccc(F)cc1Cl (stereo not given)
  0	-2	-2	2	1	-2	-4	-6	-2
- CCC(=O)N=c1sc2c(C)cc(C)cc2n1CC(=O)OC
  3	2	1	-8	7	-2	3	3	0
- CCCCOc1ccc(C2C(=O)N(C3CCCCC3)CC(=O)N2CC2CCCO2)cc1 (stereo not given)
  2	7	-1	2	4	2	1	6	2
- COc1ccc(-n2c(C)ccc2-c2ccccc2)cn1
  7	-6	-5	2	-2	-7	-4	-5	10
- CN1CCN(CCCOc2ccc(-c3ccccc3)cc2)CC1
  0	6	-4	2	0	1	-6	-1	-5
- Cc1cc(/C=N/n2c(COc3ccccc3)nc3ccccc3c2=O)c(O)c([N+](=O)[O-])c1
  8	2	-8	16	31*	1	-7	2	1
- COc1ccc(-c2cccc(-c3cc(=O)oc4ccc(C(C)(C)C)cc34)c2)cc1
  -2	x	x	-2	-1	-5	-2	x	x
- Cc1ccc(NC(=O)C(C)[n+]2ccccc2)cc1[N+](=O)[O-] (stereo not given)
  3	0	0	1	4	-1	0	2	3
- COC(=O)C(CCSC)NC(=O)CNS(=O)(=O)c1ccc(F)cc1 (stereo not given)
  5	-2	-2	-1	0	0	-9	2	8
- CCCn1c(SCC(=O)N2CCN(S(=O)(=O)c3ccc(Cl)cc3)CC2)n[nH]c1=O
  20	8	0	-4	2	0	1	-2	-5
- Cc1nc2ccc(NS(=O)(=O)c3c(F)cccc3F)cc2s1
  5	x	x	13	7	-2	-4	x	x
- COc1ccc(N(C(=O)CNC(=O)c2cccs2)C(C(=O)NCC2CCCO2)c2ccccc2)cc1OC (stereo not given)
  -3	-5	1	0	2	-3	0	-5	5
- COc1ccc(S(=O)(=O)N2CN3CCN(C3)C2)cc1OC
  4	-5	5	3	3	-3	4	1	6
- Cc1ccc(S(=O)(=O)Nc2ncnc3sccc23)cc1C
  4	-3	6	5	12	-1	3	2	x
- CN1CCN(C(=O)c2ccc3ccccc3c2)CC1
  3	2	-1	7	-2	6	5	-7	-5
- Cc1ccc(Cn2c(=O)sc3ccccc3c2=O)cc1
  2	-1	-2	7	2	-6	6	-1	9
- CCOc1cc(C2NC(=O)NC(C)=C2C(=O)OCC2CCCCC2)ccc1O (stereo not given)
  3	-1	4	14	3	0	-4	4	-12
- Cc1onc(-c2c(Cl)cccc2Cl)c1C(=O)NC1CCCCC1
  6	-6	-4	5	3	0	-2	-6	0
- CCn1c(SCC(=O)N2CCOCC2)nc2c(c1=O)SC(C)C2 (stereo not given)
  -6	2	0	-1	1	-4	-10	-1	7
- CC(NC(=O)c1ccc2ccccc2n1)c1ccccc1 (stereo not given)
  10	0	0	24	5	-2	3	1	6
- COC(=O)c1ccccc1NC(=O)CN1CCN(C(=O)c2ccco2)CC1
  1	0	1	3	0	1	6	1	5
- COc1cc2nc(CCc3ccccc3)oc(=O)c2cc1OC
  13	1	0	3	6	0	36*	-2	2
- COc1ccc(C(=O)N2CCOCC2)cc1S(=O)(=O)N1CCCc2ccccc21
  1	-1	-2	10	2	-1	6	0	-1

New compounds follow.
The line under a structure holds: PAFAH1B2 inh	PME-1 inh	LYPLA1 inh	PAFAH1B3 FP inh	pPAFAH inh	PAD4 FP inh	PAFAH2 inh	LYPLA2 counter	GSTO1 counter
- Cn1c(=O)n(C)c2cc(S(=O)(=O)Nc3ccccc3O)ccc21
  3	-3	0	1	4	3	0	2	7
- CCOc1ccc(N(CC(=O)Nc2ccc(Br)cc2)S(C)(=O)=O)cc1
  1	0	-5	7	2	6	-5	-2	1
- COc1ccc2c(c1)c(=O)oc1cc(OCC(=O)N3CCc4ccccc4C3)ccc12
  2	-11	-3	-5	3	-5	16	3	17
- Cc1cccc(Cn2c(Sc3nc(C)cs3)nc3c2c(=O)[nH]c(=O)n3C)c1
  -1	0	-6	-2	1	-1	1	-2	-2
- CCC(=O)NCc1ccc(-c2nc3ncccc3o2)cc1
  -2	-1	-3	-1	3	1	-9	-2	-2
- Cc1nc(C(=O)Nc2cccc(Cl)c2)nn1-c1cc(OC(C)C)c(Cl)cc1Cl
  6	-3	-1	0	2	3	-8	0	-2
- Cc1ccc(N(Cc2ccccc2)C(=O)c2cccc(S(=O)(=O)N3CC(C)OC(C)C3)c2)cc1 (stereo not given)
  1	3	2	-3	9	0	3	4	7
- COc1ccc2cc(C(c3nnnn3C(C)(C)C)N3CCc4ccccc4C3)c(=O)[nH]c2c1 (stereo not given)
  x	4	-2	x	34*	-16	x	-3	3
- Cc1cc(-c2nnc(SCC(=O)Nc3ccc(S(N)(=O)=O)cc3)n2N)n[nH]1
  1	0	-3	1	-3	-2	-4	-4	2
- COc1ccc(/C=c2\s/c(=C(/C#N)C(=O)NCc3ccco3)n(-c3ccccc3)c2=O)cc1
  2	0	-2	3	1	5	-6	-11	2
- COc1ccc(-c2ccc(SCC(=O)NCC3CCCO3)nn2)cc1OC (stereo not given)
  5	6	-1	19	3	-2	4	1	-4
- Cc1cccc2cc(COC(=O)c3ccccn3)c(=O)[nH]c12
  5	-6	-1	17	1	1	8	0	13
- Nc1ccccc1C(=O)NNc1c2ccccc2nc2ccccc12
  9	21	-8	11	6	0	17	-6	-8
- O=C(Nc1nc(-c2cc(Cl)sc2Cl)cs1)c1cccs1
  -15	-59	-33	-16	-26	-5	-23	-50	-33
- CCCC(=O)Nc1nn(CC)c2nc3ccc(C)cc3cc12
  5	-5	3	4	11	-1	11	2	-7
- O=P(O)(O)c1ccccc1OCCCCCOc1ccccc1P(=O)(O)O
  -5	3	-1	10	6	-2	-2	-2	-1
- COC(=O)C1=C(C)NC(C)=C(C(=O)OC)C1C(=O)OCc1nc2cc(C(=O)OC)ccc2c(=O)[nH]1
  1	1	1	4	3	-3	-7	0	-2
- COc1ccc(Br)cc1/C=N/NC(=O)CNC(=O)c1cccnc1
  2	1	-2	2	0	0	2	0	5
- C[C@@H](C(=O)Nc1ccc(OC(F)F)c(Cl)c1)N1C(=O)C2CC=CCC2C1=O (stereo not given in full)
  5	x	x	14	1	-3	7	x	x
- COc1ccc2cc(C(=O)N/N=C/c3sc4ccccc4c3O)ccc2c1
  19	20	-9	30*	24	-13	-6	-4	-10
- CCOC(=O)N1CCN(C(=O)CN(C)S(=O)(=O)c2ccc(F)cc2)CC1
  1	-5	1	5	3	5	-3	7	6

Only part of the results is shown, so the mix of outcomes need not match the whole.
